High-throughput results from PubChem BioAssay.
LMPTP inh: LMPTP phosphatase inhibitors, primary screen, biochemical, fluorescence intensity, uHTS. recombinant LMPTP-A, OMFP fluorogenic substrate. Low molecular weight phosphotyrosine protein phosphatase (Homo sapiens), P24666. inhibition, % at 20 µM. AID 651560, 2012. 0.22% of 360,000 active;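 active = compounds that cut the enzyme signal by at least half of the control window in the single-dose screen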;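 also: plate controls were DMSO wells with enzyme plus substrate for no effect and substrate without enzyme for full effect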
Target sequence (P24666 whole entry, looked up): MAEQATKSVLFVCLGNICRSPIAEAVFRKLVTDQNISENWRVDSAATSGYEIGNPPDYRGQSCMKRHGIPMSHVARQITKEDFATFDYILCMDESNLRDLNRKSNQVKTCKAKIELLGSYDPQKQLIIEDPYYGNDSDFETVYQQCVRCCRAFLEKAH
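Assay system: LMPTP-A phosphatase enzyme | Input: 0.625 nM enzyme | Also added: Fluorogenic phosphatase substrate OMFP at 400 µM final | Compound dosing: One test concentration per compound, 20 µM, with 3% DMSO overall | Schedule: 50 min enzyme reaction at room temperature, protected from light | Signal: Fluorescence intensity | Benchmarks: no-enzyme and uninhibited controls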
NadD inh: inhibitors of S. aureus NadD, primary screen, biochemical, colorimetric, uHTS | Nicotinate-nucleotide adenylyltransferase NadD (Staphylococcus aureus N315) | purified NadD enzyme, colorimetric absorbance read-out | inhibition, % at 20 µM | 0.78% of 360,000 active; in the data active = inhibition above about 26%; also: some compounds past the cut are filed as inactive
STEP block: STEP phosphatase inhibitors, primary screen, biochemical, fluorescence intensity, uHTS; Tyrosine-protein phosphatase non-receptor type 5 (Homo sapiens), P54829; recombinant STEP, OMFP fluorogenic substrate; inhibition, % at 20 µM; 0.25% of 360,000 active;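 active = inhibition at 20 µM, scaled per plate between control wells, above about 37%, limit read from the data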;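 also: 0% = DMSO with enzyme and substrate and 100% = substrate only without enzyme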
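Material: STEP (striatal-enriched tyrosine phosphatase) enzyme, cell-free | Medium: 50 mM Bis-Tris pH 6.0 with 2.5 mM DTT and 0.005% Tween 20 | Read-out: Percent inhibition scaled to no-enzyme and uninhibited-enzyme controls, plate-pattern corrected | Signal: Fluorescence read at 480 nm ex / 540 nm em | Times: 20 min reaction, room temperature, in the dark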
DNMT1 block: human DNMT1 methyltransferase inhibitors, primary screen, biochemical, molecular beacon, fluorescence, HinP1I cleavage, uHTS. AID 588458, 2011. inhibition (reported as % activation of signal), % at 10 µM. 0.83% of 360,000 active. DNA (cytosine-5)-methyltransferase 1 (Homo sapiens), P26358; in the data active = inhibition above about 50%
SUMO1-SIM PPI: modulators of SUMO1 protein-protein interactions, primary screen, biochemical, uHTS; SUMO1 binding to a labelled peptide, TR-FRET, 1 h; inhibition, % at 20 µM; 0.33% of 360,000 active; AID 602429, 2012; in the data active = inhibition above about 37%
Rpn11 block: Rpn11 (PSMD14) deubiquitinase inhibitors, primary screen, biochemical, fluorescence polarization, uHTS; 26S proteasome non-ATPase regulatory subunit 14 (Homo sapiens), O00487; human 26S proteasome, Ub4-pepOG fluorescence polarization; 20S core pre-blocked with epoxomicin; calls only at 20 µM; 0.59% of 360,000 active;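 active = inhibition at 20 µM, scaled to each plate's controls, above about 33%, limit read from the data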
Target sequence (O00487 whole entry, looked up): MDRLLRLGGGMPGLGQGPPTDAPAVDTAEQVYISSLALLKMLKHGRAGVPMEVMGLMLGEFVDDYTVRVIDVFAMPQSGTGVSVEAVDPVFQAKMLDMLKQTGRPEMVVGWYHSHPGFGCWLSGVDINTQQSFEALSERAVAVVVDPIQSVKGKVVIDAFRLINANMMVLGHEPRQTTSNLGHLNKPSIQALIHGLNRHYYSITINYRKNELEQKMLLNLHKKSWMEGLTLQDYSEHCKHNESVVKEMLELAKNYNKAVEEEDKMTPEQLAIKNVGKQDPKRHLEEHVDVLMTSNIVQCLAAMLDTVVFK
PABP1 MLLE inh: inhibitors of PABP1 MLLE–PAM2 peptide binding, primary screen, biochemical, fluorescence polarization, FITC-PAM2, GST-MLLE. inhibition, % at 20 µM. 0.36% of 360,000 active. Polyadenylate-binding protein 1 (Homo sapiens), P11940; in the data active = inhibition above about 35%, passing the limit was not always enough;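 also: plate controls were DMSO wells with GST-MLLE for no effect and wells lacking GST-MLLE protein for full effect; some results filed as inactive read as strong as hits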
Target sequence (P11940 whole entry, looked up): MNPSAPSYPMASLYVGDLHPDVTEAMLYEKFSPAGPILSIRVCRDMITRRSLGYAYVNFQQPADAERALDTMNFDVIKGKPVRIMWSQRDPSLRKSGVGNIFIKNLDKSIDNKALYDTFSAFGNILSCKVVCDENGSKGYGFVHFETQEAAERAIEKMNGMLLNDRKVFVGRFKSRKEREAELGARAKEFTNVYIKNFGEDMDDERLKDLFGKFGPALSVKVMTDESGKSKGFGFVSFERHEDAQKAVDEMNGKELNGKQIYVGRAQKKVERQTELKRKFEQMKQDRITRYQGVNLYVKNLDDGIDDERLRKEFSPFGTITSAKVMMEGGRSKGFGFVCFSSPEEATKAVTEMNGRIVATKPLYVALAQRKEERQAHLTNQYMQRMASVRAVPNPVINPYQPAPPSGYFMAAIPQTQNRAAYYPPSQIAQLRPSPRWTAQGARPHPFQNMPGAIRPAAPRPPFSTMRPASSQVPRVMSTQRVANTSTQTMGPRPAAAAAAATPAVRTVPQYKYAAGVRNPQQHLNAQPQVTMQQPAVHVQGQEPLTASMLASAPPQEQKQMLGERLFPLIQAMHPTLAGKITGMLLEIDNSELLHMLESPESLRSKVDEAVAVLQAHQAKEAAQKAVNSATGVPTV
TbMetRS inhib: T. brucei MetRS inhibitors, primary screen, biochemical, luminescence; methionyl-tRNA synthetase (Trypanosoma brucei brucei); purified T. brucei MetRS, ATP depletion, Kinase-Glo luminescence; inhibition, % at 11.9 µM; 0.4% of 360,000 active; AID 624268, 2012;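 active = inhibition above a per-plate cutoff of the control wells' mean inhibition plus 3 SD, cut at about 5.5% in these data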;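 also: 0% = DMSO wells median and 100% = median of wells with control inhibitor compound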
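assay system = parasite MetRS enzyme | timing = 15 min preincubation, 2 h reaction, all 25 °C | evaluation = percent inhibition relative to median high and low control wells | medium = HEPES buffer containing pyrophosphatase, BSA, spermine, DTT | compound = single dose, 11.9 µM final nominal, 0.9% final DMSO | detection = Kinase-Glo luminescence, ATP depletion format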
CSN inh: inhibitors of CSN-mediated cullin deneddylation, primary screen, biochemical, fluorescence polarization, uHTS; COP9 signalosome complex subunit 5 (Homo sapiens), Q92905; Purified CSN, SCF-Nedd8-OG deneddylation; inhibition, % at 12.5 µM; 0.38% of 360,000 active;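 active = pattern-corrected inhibition above about 35%, with an unprinted fluorescence ratio check between 0.5 and 1.5, limit read from the data, passing the limit was not always enough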;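 also: 0% = enzyme with substrate and 100% = substrate without enzyme; some results filed as inactive read as strong as hits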
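Assay system: HEK293T-derived human Csn5 enzyme; quantity: 0.24 nM enzyme; medium: Tris/NaCl/DTT buffer, pH 7.5; also added: substrate SCFSkp2-Nedd8OG, 10 nM; doses: 12.5 µM compound; schedule: 90 min reaction at room temperature; signal: FP; read-out: % inhibition of substrate cleavage by Csn5; benchmarks: substrate-only high control, full reaction low control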
Scp-1 inhibitor: Scp-1 phosphatase inhibitors, primary screen, biochemical, colorimetric, uHTS | inhibition, % at 20 µM | Recombinant Scp1, phosphopeptide, malachite green phosphate absorbance | 0.88% of 340,000 active | Carboxy-terminal domain RNA polymerase II polypeptide A small phosphatase 1 (Homo …;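 active = inhibition above about 50% at 20 µM, limit read from the data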;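 also: plate controls were DMSO wells with enzyme for no effect and wells lacking enzyme for full effect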
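assay system = SCP-1 phosphatase catalytic domain, residues 76-261 | buffer or medium = 50 mM Tris acetate pH 5.5, 0.005% Tween-20, 10 mM MgCl2 | incubation = enzyme reaction 45 min at room temperature, colour 5 min, stabilisation 30 min | signal = Phosphate-binding colour reagent, absorbance read at 630 nm | measure = % inhibition at 20 µM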
* marks the source's active call; other numbers are inactive results; i = inactive; / = not tested or not shown.

SMILES | LMPTP inh | NadD inh | STEP block | DNMT1 block | SUMO1-SIM PPI | Rpn11 block | PABP1 MLLE inh | TbMetRS inhib | CSN inh | Scp-1 inhibitor
Cc1ccc(-c2nnn(CC(=O)N(CC3CCCO3)C(C(=O)NC3CCCCC3)c3ccc(F)cc3)n2)o1 (stereo not drawn) | -1.0 | -6 | -1 | 5 | -3 | i | 3 | -0.9 | 6 | -6
Nc1nccc(SCc2ccc(Cl)cc2Cl)n1 | 0.4 | -1 | -2 | -9 | 4 | i | 2 | 1.3 | 0 | -2
CC(C)CN(C(=O)COC(=O)c1ccc(C#N)cc1)C1CCS(=O)(=O)C1 (stereo not drawn) | 0.0 | -1 | 12 | 3 | 0 | i | 2 | 0.2 | -1 | -6
O=C1C2C3C=CC(C3)C2C(=O)N1c1ccc2ccccc2c1 (stereo not drawn) | -2.2 | -6 | -1 | -1 | 29 | i | -4 | -0.1 | 2 | -9
O=C(COc1ccc2c(-c3ccccc3)cc(=O)oc2c1)NCc1ccccn1 | 1.4 | -4 | 1 | 7 | -16 | i | 7 | -2.5 | -3 | -1
CN1C(CC(=O)Nc2ccc(Br)cc2)c2ccccc2CC1(C)C (stereo not drawn) | 0.0 | -14 | -1 | -3 | -1 | i | -3 | 1.1 | 3 | -10
COCCCC1CCN(Cc2nc(-c3ccccc3)no2)CC1 | -0.6 | 1 | -2 | 3 | 0 | i | -12 | 0.1 | -1 | -1
COc1ccc(CCNC(=O)C2CC(=O)N(c3ccc(C)cc3)C2)cc1OC (stereo not drawn) | -0.5 | 0 | 0 | 3 | 2 | i | -2 | -1.2 | 2 | -1
CCOC(=O)C(C)Oc1ncnc2cccc(F)c12 (stereo not drawn) | -1.6 | 0 | 1 | -1 | 6 | i | -15 | -0.6 | 6 | -1
CN(Cc1ccncc1)C(=O)[C@@H]1CCCN1C(=O)[C@@H]1CCCN1 | -1.2 | 1 | / | / | 1 | / | / | -0.5 | -2 | /
CC(CC(=O)NCC1CCCO1)c1ccccc1 (stereo not drawn) | 0.3 | 3 | 1 | -1 | 3 | i | 8 | -0.6 | -1 | -1
COc1ccc(NC(=O)Nc2ncn(Cc3cccc(C(F)(F)F)c3)n2)cc1OC | -0.6 | -8 | 2 | -11 | 0 | i | -3 | -0.2 | 2 | -7
CNC(=O)c1ccsc1NC(=O)C1CCN(S(=O)(=O)c2cccs2)CC1 | -1.2 | -7 | 0 | -1 | 5 | i | -2 | -0.4 | -3 | -9
CN1CCN(C2CCN(Cc3ccc(O)c4ncccc34)CC2)CC1 | -6.4 | 1 | -2 | 0 | -47 | i | 3 | -0.1 | 2 | -8
CN1CCN(C2CN(Cc3cn(Cc4cccc(C(F)(F)F)c4)nn3)S(=O)(=O)C2)CC1 (stereo not drawn) | -3.9 | -6 | / | / | 1 | / | / | -0.2 | -3 | /
CCOC(=O)c1[nH]c2ccc(OC)cc2c1NC(=O)c1nonc1C | 0.3 | 0 | 0 | 4 | 0 | i | 5 | 0.0 | 1 | 0
Cc1nnc(SCC(=O)N(C)C2CCS(=O)(=O)C2)n1Cc1ccccc1 (stereo not drawn) | -1.7 | 1 | 5 | 1 | 5 | i | 8 | -0.2 | -9 | -12
Cc1c(N/C(=N/S(=O)(=O)c2ccc(F)cc2)c2ccccc2)c(=O)n(-c2ccccc2)n1C | -0.4 | 3 | -3 | -2 | 2 | i | 6 | -0.5 | -5 | -1
CC(C)=CCC/C(C)=C/C(=O)O | -0.8 | 4 | -3 | 1 | 2 | i | -8 | -2.2 | 3 | -10
Cc1ccc(C(=O)Nc2cccc(C(F)(F)F)c2)cc1NC(=O)c1[nH]cnc1C(N)=O | -1.3 | 3 | 0 | 56* | 9 | i | -7 | -0.2 | 5 | -3
O=S(=O)(c1cccc2ccccc12)N1CCC2CC1c1cc(-c3ccc4c(c3)OCO4)ccc12 (stereo not drawn) | 1.0 | 7 | 2 | 5 | 1 | i | 3 | -0.6 | -6 | /
CN1CCN(NC(=O)c2ccc(Cl)cc2Cl)CC1 | 0.5 | 0 | -2 | 7 | 0 | i | -10 | -1.4 | -1 | 4
CN(C)C1(CNCC(O)c2ccccc2)CCCCC1 (stereo not drawn) | -1.7 | -1 | -2 | 0 | 1 | i | -12 | -0.4 | 2 | -4
COC(=O)c1ccc(N)c(CS(=O)(=O)c2ccc(Cl)cc2)c1 | -1.1 | 2 | 1 | 1 | 6 | i | -9 | -1.1 | 0 | -10
Cc1ccc(O)c(-c2cc(C(=O)Nc3ccc(S(=O)(=O)N4CC(C)OC(C)C4)cc3)[nH]n2)c1 (stereo not drawn) | 2.9 | 7 | -4 | -12 | 4 | i | 3 | 0.4 | 0 | -7
O=C1CN(C(=O)COC(=O)c2ccc([N+](=O)[O-])s2)c2ccccc2N1 | -1.1 | 0 | 2 | 42 | 35 | i | -4 | 0.0 | 25 | -10
COc1cc(Sc2ccc(C)cc2)c(OC)cc1N | 1.6 | 7 | 1 | -8 | -2 | i | 26 | -0.6 | 2 | 2
CCOc1ccc(N2CC(C(=O)NCc3ccc(F)cc3)CC2=O)cc1 (stereo not drawn) | -0.8 | -3 | -2 | -3 | -2 | i | -51 | -0.4 | 2 | -7
COc1ccc(C(=O)c2cn[nH]c2-c2ccc(C)cc2O)cc1 | -0.3 | -2 | 0 | -1 | 2 | i | 2 | -1.2 | -3 | -10
CC(NC(=O)C1CCC1)c1ccc2c(c1)OCO2 (stereo not drawn) | -0.2 | 1 | 0 | 8 | 0 | i | 1 | -0.3 | 1 | -10
Cn1c(=O)[nH]c(=O)c2c1nc(NCCO)n2CCOc1ccccc1 | -0.4 | -4 | 3 | 3 | 3 | i | 2 | 1.5 | 3 | -4
O=C(NCCSc1ncc(-c2ccc(F)cc2)[nH]1)c1ccc2c(c1)OCO2 | 0.4 | -2 | -2 | -1 | -2 | i | 10 | -0.1 | 0 | 1
N#CCC(=O)Nc1ccc(C(=O)OCC(=O)NC2CCCc3ccccc32)cc1 (stereo not drawn) | 1.8 | 16 | 2 | 11 | 6 | i | -11 | 0.8 | 3 | 7
COc1ccc2ccccc2c1CNc1nnnn1C | -0.6 | -8 | -2 | -6 | -5 | i | 8 | -0.5 | -1 | 0
O=C1COc2ccc(C(=O)CSc3nnc(Cc4ccccc4)o3)cc2N1 | 7.4 | -5 | 5 | 2 | -14 | i | -39 | -0.5 | 7 | -8
Cc1nn(-c2cccc(Cl)c2)nc1C(=O)O | -1.3 | -5 | 3 | -5 | 7 | i | 4 | -0.1 | -5 | -1
C=CCSC1=N/C(=C\c2ccc(C)o2)C(=O)S1 | 0.0 | 6 | 1 | 2 | -2 | i | 24 | -0.8 | 10 | 5
O=C(NCCc1ccccc1)C(=O)NCC1OCCN1S(=O)(=O)c1cccs1 (stereo not drawn) | 0.9 | -2 | 2 | -4 | 2 | i | -9 | 0.0 | 0 | -15
N#CC1=C(N)NC(SCc2ccccc2)=C(C#N)C12CCCCC2 | 2.1 | 16 | 8 | -14 | -6 | i | 16 | -0.1 | 3 | -8
Cc1cc(C)c(NC(=O)CS(=O)CC(=O)NCC2CCCO2)c(C)c1 (stereo not drawn) | -1.2 | 3 | 3 | -2 | -2 | i | 17 | -0.7 | 1 | -4

A second format for some results above:
| LMPTP inh | NadD inh | STEP block | DNMT1 block | SUMO1-SIM PPI | Rpn11 block | PABP1 MLLE inh | TbMetRS inhib | CSN inh | Scp-1 inhibitor | SMILES |
| --- | --- | --- | --- | --- | --- | --- | --- | --- | --- | --- |
| -0.6 | -8 | -2 | -6 | -5 | i | 8 | -0.5 | -1 | 0 | COc1ccc2ccccc2c1CNc1nnnn1C |
| -0.3 | -2 | 0 | -1 | 2 | i | 2 | -1.2 | -3 | -10 | COc1ccc(C(=O)c2cn[nH]c2-c2ccc(C)cc2O)cc1 |
| 1.6 | 7 | 1 | -8 | -2 | i | 26 | -0.6 | 2 | 2 | COc1cc(Sc2ccc(C)cc2)c(OC)cc1N |

The list goes on.
SMILES | LMPTP inh | NadD inh | STEP block | DNMT1 block | SUMO1-SIM PPI | Rpn11 block | PABP1 MLLE inh | TbMetRS inhib | CSN inh | Scp-1 inhibitor
CCN(CC)S(=O)(=O)c1ccc(C)c(NC(=S)N2CCN(c3ccccn3)CC2)c1 | 2.5 | -4 | 11 | -6 | -1 | i | -59 | -0.5 | -4 | 1
COc1ccc(Cc2nc3ccc(C(=O)N4CCCC4)cc3o2)cc1OC | -0.3 | -2 | -3 | -1 | -3 | i | 0 | 0.7 | 4 | -8
Cc1ccc(S(=O)(=O)CCC(=O)OCCOc2ccc(Br)cc2)cc1 | 0.6 | -2 | 2 | -1 | 2 | i | 0 | 0.0 | -3 | /
CCNc1nc(NCC)nc(Nn2cnnc2)n1 | -1.1 | 0 | 1 | 5 | -3 | i | -2 | -0.8 | -6 | -4
CCc1cc(C(=O)NCC(c2cccs2)N2CCOCC2)sc1C (stereo not drawn) | 0.9 | -4 | 1 | 3 | 0 | i | 4 | -0.4 | 1 | -1
COc1ccc(CNC(=O)C2CCN(C(=O)c3ccc(-c4ccccc4)cc3)CC2)cc1 | -0.2 | -6 | -3 | -2 | 5 | i | -1 | -1.8 | 4 | -6
COc1ccc(/C=C(\C#N)C(=O)OCC(=O)NCc2ccccc2Cl)cc1 | 1.7 | -1 | 2 | 37 | -5 | i | -12 | -0.2 | 10 | -3
CC(=O)Oc1ccc(-c2cc3ccccc3oc2=O)cc1 | -0.4 | 6 | -1 | 2 | -33 | i | -6 | 0.2 | 3 | -11
